EPAC1 antagonist: qHTS for Antagonist of cAMP-regulated guanine nucleotide exchange factor 3 (EPAC1): primary screen; Rap guanine nucleotide exchange factor 3 (Homo sapiens), O95398; EPAC1 GEF assay, Rap1b-BODIPY-GDP exchange fluorescence; Potency, µM (top dose mostly 115 µM), without a hit: at the top dose activity change, negative = inhibition, most hits filed as inhibitors; actives 0.14% (n = 360,000); AID 720709, 2013;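 further: potency means the concentration at half of the fitted maximal effect; plate controls were vehicle for no effect and positive control for full effect; nearly all actives have a fitted effect of over 50% in size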
PLK1 PBD inh: qHTS for Inhibitors of PLK1-PDB (polo-like kinase 1 - polo-box domain): Primary Screen | Serine/threonine-protein kinase PLK1 (Homo sapiens), P53350 | Plk1 PBD binding of FITC phosphopeptide, fluorescence polarization | Potency, µM, for the others: max response, negative = inhibition, usual class: inhibitors | actives 2.8% (n = 360,000) | AID 720504, 2013; further: potency means the concentration at half of the fitted maximal effect; series mostly up to about 57 µM; on the % scale 0 is the no-effect control and ±100 the full control effect; nearly all actives have a fitted effect of over 65% in size
FUS yeast rescue: qHTS for Suppressors of FUS Proteinopathy: Primary screen using FUS-linked yeast assay; S. cerevisiae FUS-expressing, growth rescue, OD600, 24 h; Potency, µM (series often up to 76.6 µM), inactives show top-dose growth rescue (activation), most hits filed as activators; actives 0.24% (n = 390,000);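 further: potency means the concentration at half of the fitted maximal effect; plate controls were DMSO vehicle for no effect and reference control for full effect; nearly all actives have a fitted effect of over 55% in size; some results filed as inactive show a strong effect at the top dose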
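Restored growth of FUS-toxic S. cerevisiae, read as 600 nm absorbance after 24 h at 30C in galactose medium (starting OD 0.005). Controls CP55940 and DMSO.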
IL2 activator: qHTS of IL-2 Activators; IL-2 activation reporter assay, cell-based qHTS; stimulated with anti-CD3/CD4/CD28 beads; in transgenic mouse T cells; activation, % (series mostly up to about 46 µM); actives 0.065% (n = 360,000); in the data active means activation above about 50%; inconclusive means mostly about 30% to 49%; further: 0% is about no effect
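Using fluorescent plate cytometry, EGFP and DsRed are detected in transgenic mouse T cells stimulated 18 h at 37 degrees C with antibody-coated beads after 60 min compound pretreatment.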
PI5P4Ka inh: qHTS for Inhibitors of phosphatidylinositol 5-phosphate 4-kinase (PI5P4K); max response, %; actives 1.2% (n = 330,000); AID 652105, 2013; PI5P4Kalpha enzyme, ADP-Glo luminescence, 60 min; hits give low values; active means max response of -50% or lower; inconclusive means between -30% and -50%; inactive means -30% or higher; further: value at the top dose of about 77 µM; on the % scale 0 is the no-effect control and ±100 the full control effect
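PI5P4Kalpha ADP-Glo assay; 5 microM ATP final; 60 min RT reaction; HEPES pH 7.4/EGTA/CHAPS, 5% DMSO; controls lacking substrate or enzyme; luminescent end-point.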
WRN inhibitor: qHTS for Inhibitors of WRN Helicase | AID 651768, 2012 | WRN helicase unwinding, fluorescent forked duplex, kinetic | Potency, µM (titrated, usually from 114 µM), inactives show at the highest dose activity change, negative = inhibition, usual class: inhibitors | actives 0.46% (n = 360,000) | Bifunctional 3'-5' exonuclease/ATP-dependent helicase WRN (Homo sapiens), Q14191; further: potency means the concentration at half of the fitted maximal effect; on the % scale 0 is the no-effect control and ±100 the full control effect; nearly all actives have a fitted effect of over 55% in size
Target sequence (Q14191 whole entry, looked up): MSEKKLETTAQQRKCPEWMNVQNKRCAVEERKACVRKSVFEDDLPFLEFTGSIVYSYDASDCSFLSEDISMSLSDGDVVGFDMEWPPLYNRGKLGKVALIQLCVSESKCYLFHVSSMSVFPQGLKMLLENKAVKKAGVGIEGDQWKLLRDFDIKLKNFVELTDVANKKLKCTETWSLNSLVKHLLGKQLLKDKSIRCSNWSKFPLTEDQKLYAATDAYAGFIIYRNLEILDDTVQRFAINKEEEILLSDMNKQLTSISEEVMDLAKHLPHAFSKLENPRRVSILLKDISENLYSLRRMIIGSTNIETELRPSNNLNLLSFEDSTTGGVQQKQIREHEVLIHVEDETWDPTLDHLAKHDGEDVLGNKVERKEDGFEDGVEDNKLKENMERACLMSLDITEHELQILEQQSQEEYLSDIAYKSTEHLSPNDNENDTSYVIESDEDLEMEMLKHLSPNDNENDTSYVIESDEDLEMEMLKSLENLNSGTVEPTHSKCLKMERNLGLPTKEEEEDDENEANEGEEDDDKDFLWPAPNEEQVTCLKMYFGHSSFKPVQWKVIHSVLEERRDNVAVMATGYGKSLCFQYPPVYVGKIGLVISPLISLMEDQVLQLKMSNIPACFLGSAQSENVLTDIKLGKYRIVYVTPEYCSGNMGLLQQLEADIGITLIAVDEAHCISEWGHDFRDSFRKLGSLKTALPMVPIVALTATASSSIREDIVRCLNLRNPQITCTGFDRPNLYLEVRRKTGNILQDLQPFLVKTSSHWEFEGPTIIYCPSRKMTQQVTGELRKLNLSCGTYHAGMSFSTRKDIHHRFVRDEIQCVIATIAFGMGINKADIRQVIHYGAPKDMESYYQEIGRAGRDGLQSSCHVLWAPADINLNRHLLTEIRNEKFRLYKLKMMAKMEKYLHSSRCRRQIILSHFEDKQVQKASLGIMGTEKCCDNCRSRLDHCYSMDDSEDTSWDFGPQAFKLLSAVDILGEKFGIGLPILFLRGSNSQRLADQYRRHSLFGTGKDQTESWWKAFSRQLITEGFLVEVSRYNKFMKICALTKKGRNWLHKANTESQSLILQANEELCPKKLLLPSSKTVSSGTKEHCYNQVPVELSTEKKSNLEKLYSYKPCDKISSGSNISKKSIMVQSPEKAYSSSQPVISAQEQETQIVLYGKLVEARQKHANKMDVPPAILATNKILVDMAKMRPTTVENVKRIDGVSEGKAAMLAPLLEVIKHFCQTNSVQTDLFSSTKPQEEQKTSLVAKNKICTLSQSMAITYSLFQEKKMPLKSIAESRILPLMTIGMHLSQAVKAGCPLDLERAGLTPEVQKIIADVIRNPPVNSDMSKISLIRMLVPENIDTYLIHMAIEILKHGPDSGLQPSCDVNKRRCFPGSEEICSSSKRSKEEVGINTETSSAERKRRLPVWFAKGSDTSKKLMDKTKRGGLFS
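Fluorescence dequenching readout, ex 525 nm/em 598 nm, kinetic mode: forked duplex DNA (100 nM final) with adjacent fluorophore and quencher unwound by WRN (20 nM final) with 2 mM ATP. Compound preincubation 15 min, room temperature.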
Abeta rescue: qHTS for compounds that reverse cellular toxicity of Amyloid beta (A-beta) peptide in yeast: Primary Screen | yeast expressing A-beta42, growth rescue, OD600, 48 h; response scale: 0% DMSO, 100% iron-clioquinol control | Potency, µM (doses to about 46.1 µM), inactives show at the top dose growth rescue, usual class: activators | actives 0.063% (n = 410,000) | AID 1347071, 2019; further: potency means the concentration at half of the fitted maximal effect; nearly all actives have a fitted effect of over 55% in size
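Yeast growth medium received pinned compounds, then yeast cells expressing toxic A-beta were added; plates incubated at 30 C for 48 hr. Growth read as absorbance at 600 nm, normalized to DMSO and equimolar FeCl3 plus clioquinol controls.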
EPAC1 ag: qHTS for Agonist of cAMP-regulated guanine nucleotide exchange factor 3 (EPAC1): primary screen. EPAC1 agonist qHTS, biochemical assay; response scale: 100% = response to 6.5 mM cAMP. AID 720707, 2013. Potency, µM (top dose mostly 154 µM), for inactives: at the highest dose activation, hits mostly activators. actives 0.073% (n = 360,000). Rap guanine nucleotide exchange factor 3 (Homo sapiens), O95398; further: potency means the concentration at half of the fitted maximal effect; nearly all actives have a fitted effect of over 60% in size
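Fluorescent GDP-exchange assay: 100 nM EPAC1 with 250 nM Rap1B preloaded with BODIPY-GDP and 50 uM GDP; compounds tested as concentration series, 5 min at room temperature, then read every 5 min for 30 min (ex 480/em 540 nm); normalized to 6.5 mM cAMP.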
* = called active by the depositor; ? = inconclusive; . = no result given; [ ] = another dose, or the depositor's remark. Unless noted, the call rests on the fitted dose curve; in most records, active means well fitted curve in the direction sought with a large enough effect; inconclusive means small, poorly fitted or top-dose-only effect, or another doubt; inactive means no such curve, though single readings can be large; an effect the other way counts as inactive or inconclusive.

Every second line gives: EPAC1 antagonist | PLK1 PBD inh | FUS yeast rescue | IL2 activator | PI5P4Ka inh | WRN inhibitor | Abeta rescue | EPAC1 ag
- O=c1c2c(nc3n1CCCCC3)sc1c(O)cccc12
    -13% | -21% | 24% | -2.3 | ? | -3% | -18% | -9%
- CC(C)CNC(=O)[C@H]1N2C(=O)c3ccccc3C2SC1(C)C (stereo partly specified)
    3% | -8% | 11% | -3.9 | 16 | -10% | -9% | -2%
- CCOC(=O)N1CCC(N2C(=O)c3ccccc3C2Nc2cccnc2)CC1 (stereo unspecified)
    -3% | 6% | 24% | 0.0 | -4 | 1% | 8% | 0%
- COc1ccccc1-c1ccc(=O)n(CC(=O)NCc2ccc3c(c2)OCO3)n1
    3% | -5% | 11% | -2.2 | . | 14% | 8% | 12%
- CC1CCC(C(C)C)C(OCC[N+](C)(C)C)C1 (stereo unspecified)
    3% | 1% | . | -3.6 | 1 | -9% | 8% | -6%
- C=CCNc1nnc(C)c2ccccc12
    -3% | -10% | -1% | 0.6 | -2 | 1% | -8% | 10%
- Cc1cccc(N(C)C(=O)c2cc(S(=O)(=O)N3CCc4ccccc43)cn2C)c1
    -4% | 6% | ? | -2.4 | -2 | -5% | 19% | -1%
- Cc1ccc(-c2nnc(Nc3cccc(O)c3)c3ccccc23)cc1S(=O)(=O)NCCO
    -19% | -5% | 3% | 0.6 | -6 | -11% | 2% | -3%
- c1ccc(CSc2ncnc3sccc23)cc1
    6% | 4% | 2% | -0.3 | 0 | -1% | -5% | 12%
- COc1ccc(OC)c(NC(=O)CN2C(=O)NC(C)(c3ccc4c(c3)OCCO4)C2=O)c1 (stereo unspecified)
    -16% | -3% | 5% | 2.1 | 0 | 3% | 10% | 8%
- O=C(CNc1ccc(Cl)cc1)NNC(=S)NCc1ccccc1
    -4% | -18% | 18% | -2.7 | 7 | -1% | 0% | -9%
- CCCN(CCC)CCCNC(=O)Cn1cnc2sc(C)c(S(=O)(=O)N3CCOCC3)c2c1=O
    0% | -8% | 11% | 0.7 | 2 | 17% | 21% | 8%
- Cc1ccc(Cl)cc1NC(=O)COC(=O)C1CCCC1
    -1% | -2% | -16% | -0.9 | 1 | 9% | 5.6µM* | -10%
- O=C(COc1coc(CN2CCN(Cc3ccccc3)CC2)cc1=O)Nc1ccccc1
    -10% | -10% | 24% | -0.7 | -15 | -22% | 3% | -1%
- COc1ccc(OC)c(NC(=O)C2(C)CCN2C(=O)C2(c3ccc(Cl)cc3)CCC2)c1 (stereo unspecified)
    3% | -8% | 38% | -0.4 | 7 | -10% | -7% | 3%
- COc1ccc(NC2c3ccccc3C(=O)N2c2cccnc2)cc1 (stereo unspecified)
    -8% | -15% | -3% | -1.1 | -6 | 1% | -9% | 0%
- COc1ccc(NC(=O)CN(C)C(=O)C2(c3ccccc3)CCCC2)cc1
    -9% | -16% | 16% | -0.9 | 1 | 8% | 14% | 1%
- O=C(c1ccccc1)c1ccc(C(=O)N2CCOCC2)cc1
    11% | -8% | 5% | 0.5 | -7 | 6% | -8% | 0%
- COCCN(Cc1ccccc1)C(=O)c1cc(-c2ccc(OC)c(OC)c2)nc2ccccc12
    -10% | -3% | 37% | -1.2 | 7 | -13% | -14% | 9%
- COc1cccc(C2/C(=C(/O)c3ccccc3)C(=O)C(=O)N2CCCC(=O)O)c1 (stereo unspecified)
    -11% | -14% | 21% | -0.8 | 0 | -1% | 2% | 7%
- CC(=O)ONC(=Nc1ccccc1)c1nonc1N
    -10% | -8% | 2% | -2.1 | 1 | 1% | 4% | -1%
- O=C1C=C(N(CCO)Cc2ccccc2)c2ccccc2C1=O
    45µM* | -26% | 9% | -0.9 | -9 | -5% | 2% | 9%
- Cc1nn(C)c(Nc2ccc(Br)cc2)c1Br
    ? | 0% | 6% | -0.8 | 5 | -5% | ? | -10%
- C=C1CCN([C@@H](Cc2ccccc2)C(=O)NCc2ccc(Cl)cc2)S(=O)(=O)c2ccccc21
    -3% | -2% | 44% | -1.6 | -2 | -10% | 7% | 6%
- CC1CCCCC12NC(=O)N(Cc1cc(=O)n3ccsc3n1)C2=O (stereo unspecified)
    -5% | -11% | -20% | -0.2 | -17 | -9% | 4% | 10%
- CCOC(=O)C1=CCN(S(=O)(=O)c2cccc(Cl)c2)C1c1ccccc1 (stereo unspecified)
    5% | -12% | 20% | -0.9 | -1 | -5% | -9% | 5%
- Cc1ccc(S(=O)(=O)N(Cc2cc3ccc(C)cc3[nH]c2=O)c2ccccc2)cc1
    -3% | 34µM* | -12% | 0.3 | -5 | 5% | 3% | -8%
- COc1ccc(Nc2ncc(F)c(N3CCOCC3)n2)cc1
    -5% | -2% | -33% | -0.6 | -2 | -4% | 5% | 3%
- CCc1ccc(OCC(O)CN2CCC(CN3C(=O)c4cccc5cccc(c45)C3=O)CC2)cc1 (stereo unspecified)
    -6% | 3% | . | -4.3 | 0 | -2% | -4% | -11%
- COc1ccc(N2CCN(S(=O)(=O)c3ccc4c(c3)CCCC4)CC2)c([N+](=O)[O-])c1
    1% | -5% | 8% | -1.5 | . | -4% | 2% | 5%
- O=C(O)c1cccc(S(=O)(=O)N2CCN(S(=O)(=O)c3ccc4ccccc4c3)CC2)c1
    8% | -2% | 27% | 0.3 | -5 | -6% | -16% | -12%
- O=C(O)CC(NC(=O)/C(=C/c1ccccc1)NC(=O)c1ccccc1)c1ccccc1 (stereo unspecified)
    -6% | -6% | 8% | 0.0 | -1 | -4% | -1% | 8%
- O=C(/C=C/c1cccc(Cl)c1)OCC(=O)c1ccc[nH]1
    2% | 2% | -48% | 4.3 | 3 | 0% | 2% | 10%
- NC(=O)CC[C@@H]1NC(=O)[C@H](CO)NC(=O)c2cc([N+](=O)[O-])cc(I)c2NCCC[C@@H](C(N)=O)NC(=O)[C@H](Cc2ccc(O)cc2)NC1=O
    ? | -9% | ? | 0.8 | -14 | -19% | -10% | -7%
- COc1ccc(NC(=O)C2CC2)cc1-n1cnnn1
    -17% | -13% | -27% | -1.0 | 0 | -3% | -2% | 7%
- O=C(COC(=O)CNC(=O)c1ccccc1)Nc1nnc(-c2ccccc2)o1
    -8% | 0% | 12% | 0.4 | 2 | -1% | -2% | -13%
- COc1ccc(NC(=O)CCCN2C(=O)/C(=C\c3ccco3)SC2=S)cc1
    -29% | -8% | ? | 4.3 | ? | -12% | 4% | 3%
- COCCOC(=O)C1=C(C)NC(SCC(=O)NC(C)(C)C)=C(C#N)C1c1ccco1 (stereo unspecified)
    1% | -6% | . | 11 | -1 | -6% | -14% | -13%
- CN1C(=O)c2oc3ccccc3c(=O)c2C1c1ccccn1 (stereo unspecified)
    3% | -17% | -16% | -0.2 | 10 | -2% | 7% | 16%
- Cc1c(C#N)c(N=CN(C)C)c(C(=O)c2ccc(Br)cc2)n1-c1ccc(Cl)cc1
    -23% | -8% | 27% | -2.2 | . | -2% | 10% | 14%
- O=C(Nc1ccccc1)C1CC=CCC1C(=O)OCC1CCCO1 (stereo unspecified)
    -2% | -15% | 14% | -2.4 | . | 11% | -6% | 9%
- CC(=O)Nc1ccc(C(=O)OCC(=O)NC2CCCCCCC2)cc1
    3% | -1% | -20% | 2.2 | -7 | -5% | 1% | 3%
- O=C(CN(CC1CCCO1)C(=O)CNS(=O)(=O)c1ccc(Cl)cc1)NC1CCCCC1 (stereo unspecified)
    -9% | -5% | 31% | -0.9 | -1 | 4% | -14% | -6%
- CC1(C)CC(=O)C(C(C2=C(O)CC(C)(C)CC2=O)c2cccnc2)C(=O)C1 (stereo unspecified)
    -4% | -29% | -4% | -0.3 | 9 | -1% | 0% | -4%
- COc1ccc2oc(C(=O)NCC(c3ccco3)N(C)C)c(C)c2c1 (stereo unspecified)
    6% | -5% | 15% | 2.1 | 0 | -18% | -9% | -3%
- O=C(O)Cc1ccc(C(=O)c2ccc(Cl)cc2Cl)s1
    -20% | -9% | 14% | -1.5 | 4 | -8% | 18% | -7%
- O=C(NC(=S)Nc1ccccc1OC(F)F)c1ccc2c(c1)OCO2
    -12% | -11% | 9% | 1.1 | 0 | -32% | 15% | -8%
- COC(=O)C1C(=O)c2c([nH]c(C(=O)OCCSC)c2C)CC1C (stereo unspecified)
    ? | -4% | -9% | 0.9 | 1 | -5% | 35% | 5%
- COc1ccc(C(CNC(=O)c2ccc(NS(=O)(=O)c3ccc(F)c(C)c3)cc2)N2CCOCC2)cc1 (stereo unspecified)
    0% | -11% | 14% | -3.8 | -4 | 9% | 6% | 6%
- Cc1ccccc1C(=O)N1CCC(C(=O)Nc2ccc(S(=O)(=O)N(C)C(C)C)cc2)CC1
    2% | -11% | 37% | -5.1 | 3 | 15% | 2% | -2%
- C=C(c1ccc(OC)cc1)c1ccc(OC)cc1
    19% | 2% | 7% | -0.6 | 8 | -3%[57.1 µM] | -2% | 6%
- COc1ccccc1C(CNC(=O)C(C)Oc1ccc(Br)cc1)N1CCCC1 (stereo unspecified)
    -6% | 3% | 2% | 1.3 | 4 | 4% | -10% | 5%
- CC(CCc1ccccc1)NC(=O)C(Cc1ccccc1)NS(=O)(=O)c1cccs1 (stereo unspecified)
    -20% | -4% | 24% | 1.7 | . | -10% | 1% | 30%
- O=C(c1ccccc1)c1ccsc1C(=O)c1ccccc1
    12% | -12% | -8% | 0.4 | 4 | -8% | 9% | 2%

Limited to FUS yeast rescue and Abeta rescue, for some of the entries so far:
| compound | FUS yeast rescue | Abeta rescue |
| --- | --- | --- |
| CC(=O)Nc1ccc(C(=O)OCC(=O)NC2CCCCCCC2)cc1 | -20% | 1% |
| C=C(c1ccc(OC)cc1)c1ccc(OC)cc1 | 7% | -2% |
| COC(=O)C1C(=O)c2c([nH]c(C(=O)OCCSC)c2C)CC1C (stereo unspecified) | -9% | 35% |
